Assay outcomes (PubChem BioAssay)
Bim-Mcl-1 = inhibitors of Bim-Mcl-1 interaction, human; Q07820; Bead-based flow cytometry, Bim peptide-Mcl-1 binding; inhibition, % at 10 µM; hit rate 0.1% among 190,000; AID 1009; in the data active means inhibition above about 40%;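 further: 0% = no compound tracer wells and 100% = peptide blocker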
Target sequence (Q07820 whole entry, looked up): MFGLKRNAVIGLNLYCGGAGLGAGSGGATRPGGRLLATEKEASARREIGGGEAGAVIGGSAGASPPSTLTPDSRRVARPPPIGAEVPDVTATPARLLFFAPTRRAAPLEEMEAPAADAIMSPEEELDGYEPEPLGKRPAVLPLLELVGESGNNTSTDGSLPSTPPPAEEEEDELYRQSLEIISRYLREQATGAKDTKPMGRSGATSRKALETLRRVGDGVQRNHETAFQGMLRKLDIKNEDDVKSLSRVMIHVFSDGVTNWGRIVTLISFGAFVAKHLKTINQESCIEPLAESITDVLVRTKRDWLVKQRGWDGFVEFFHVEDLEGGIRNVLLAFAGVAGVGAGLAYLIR
ABCG2 block = human ABCG2 inhibition, ABCB1 as counter-screen. IgMXP3 cells, JC-1 efflux, flow cytometry. inhibition, % at 6.6 µM. hit rate 0.1% among 190,000. AID 1325;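 active means inhibition above 80%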;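 further: 0% = DMSO and 100% = nicardipine control wells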
Target sequence (Q9UNQ0 whole entry, looked up): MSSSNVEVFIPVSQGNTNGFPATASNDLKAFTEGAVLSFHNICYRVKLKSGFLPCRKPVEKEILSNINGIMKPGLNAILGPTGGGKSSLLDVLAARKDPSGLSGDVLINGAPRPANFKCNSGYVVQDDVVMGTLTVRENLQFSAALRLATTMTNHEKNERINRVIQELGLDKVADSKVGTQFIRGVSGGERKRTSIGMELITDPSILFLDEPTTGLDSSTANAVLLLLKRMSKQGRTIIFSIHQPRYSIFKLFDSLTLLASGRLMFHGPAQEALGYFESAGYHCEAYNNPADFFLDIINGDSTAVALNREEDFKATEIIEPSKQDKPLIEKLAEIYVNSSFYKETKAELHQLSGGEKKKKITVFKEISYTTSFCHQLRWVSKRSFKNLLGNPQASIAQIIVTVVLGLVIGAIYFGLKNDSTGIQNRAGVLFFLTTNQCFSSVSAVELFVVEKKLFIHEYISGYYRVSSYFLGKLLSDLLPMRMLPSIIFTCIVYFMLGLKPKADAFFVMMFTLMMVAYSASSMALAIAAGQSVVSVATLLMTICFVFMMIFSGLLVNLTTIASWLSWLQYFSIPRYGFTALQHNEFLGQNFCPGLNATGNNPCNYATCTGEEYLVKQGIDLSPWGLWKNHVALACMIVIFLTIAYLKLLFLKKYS
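Times: 10 min at 25 °C | Test system: Two drug-resistant human cell lines, ABCG2 and ABCB1 | Quantity: 3 million cells/mL final, two lines in 1:1 ratio | Signal: Flow cytometry, 530 nm JC-1 signal | Dosing: Compound at 6.6 µM | Controls: Nicardipine and DMSO wells | Reagent: JC-1 as fluorescent efflux pump substrate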
RGS8-Gao reg = human RGS8-Galphao interaction regulation; P09471; multiplexed bead flow cytometry, RGS8-Galphao binding; actives lie on both sides; response (percent of control binding), % at 10 µM; hit rate 0.34% among 220,000; in the data active means response below about 60% or above about 140%; inactive means in between;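 further: Galphao activated as the GDP aluminium fluoride complex binding bead-coupled RGS8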
ABCB1 block = blocks JC-1 efflux by human ABCB1 transporter. P08183. CCRF-Adr cells, flow cytometry. inhibition, % at 6.6 µM. hit rate 0.067% among 190,000. AID 1326; in the data active means inhibition above about 40%;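 further: 0% = vehicle and 100% = reference inhibitor; higher value means more JC-1 retained so stronger ABCB1 efflux block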
GSH fluor = GSH bead compound fluorescence profile. fluorescence (KMESF) at 10 µM. hit rate 0.25% among 190,000. GSH beads flow cytometry, compound fluorescence 488/530 nm; active compounds read high; in the data active means fluorescence above about 89;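 further: glutathione beads carrying GST-tagged Bcl family fusion proteins plus one bare bead set; values are compound well signal with DMSO vehicle wells as background; inactives centre near 16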
Pf gamet viab = inhibitors of late stage P. falciparum gametocyte viability; inhibition, % at 10.9 µM; hit rate 0.065% among 150,000; AID 743093; P. falciparum stage V gametocytes, ATP luminescence, 24 h;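 active means inhibition above the mean plus 3 SD of compounds within the control limits, set per campaign, cut at about 38% in these data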;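 further: 0% = DMSO wells and 100% = medium only without gametocytes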
Avidin bead fluor = avidin bead compound fluorescence profile; Avidin beads, compound fluorescence 488/530 nm, flow cytometry; active compounds read high; fluorescence (KMESF) at 10 µM; hit rate 0.38% among 220,000; AID 1775; in the data active means fluorescence above about 47; further: inactives centre near 10
Mcl1 Bid PPI = Mcl-1/Bid interaction inhibition; TR-FRET Mcl-1/Bid-Dy647 peptide binding, 1536-well; hit rate 0.97% among 220,000; Q07820; inhibition, % at 21.7 µM; AID 1021;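 active means compounds that cut the binding signal by more than half at the single screening dose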;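 further: His-tagged Mcl-1 with europium anti-His antibody binding Bid BH3 peptide; 0% = Mcl-1 plus peptide wells and 100% = peptide-only wells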
RGS7-Gao = human RGS7-Galphao interaction regulation; Multiplexed bead flow cytometry, RGS7-Galphao binding; actives lie on both sides; P09471; hit rate 0.35% among 220,000; binding response (% of control), % at 10 µM; in the data active means binding response below about 49% or above about 150%; inconclusive means no clear call, values can overlap the other calls; inactive means in between;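 further: fluorescent Galphao held in activated GDP-AlF4 state binding bead-coupled RGS7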
RGS4-Gao reg = modulates binding of RGS4 to human Galphao | hit rate 0.33% among 220,000 | Multiplexed bead flow cytometry; actives lie on both sides | binding response (% of control), % at 10 µM | P09471; in the data active means binding response below about 49% or above about 150%; inactive means in between;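 further: fluorescent Galphao activated with aluminum fluoride binding bead-coupled RGS4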
Mcl1 Noxa PPI = Mcl-1/Noxa interaction inhibition; hit rate 1.5% among 220,000; AID 1022; inhibition, % at 21.7 µM; Q07820; TR-FRET Mcl-1/Noxa peptide binding, 2 h;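 active means compounds that cut the protein-peptide binding signal by more than 50% relative to plate controls in a single-dose test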;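 further: His-tagged Mcl-1 with rhodamine Noxa BH3 peptide and terbium anti-His antibody; 0% = Mcl-1 plus Noxa peptide wells and 100% = peptide-only wells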
The depositor's hits bear a star; u = inconclusive; x = not tested or not shown.

Order of values – Bim-Mcl-1	ABCG2 block	RGS8-Gao reg	ABCB1 block	GSH fluor	Pf gamet viab	Avidin bead fluor	Mcl1 Bid PPI	RGS7-Gao	RGS4-Gao reg	Mcl1 Noxa PPI
1	CN(C(=O)Cc1c[nH]c2ccccc12)C(C(=O)Nc1ccc2c(c1)OCO2)c1ccccc1 (centres undefined)
  1	10	97	2.0	7	6	2	-18	101	99	16
2	O=C(CCc1nc(-c2ccccc2)no1)Nc1cc(C(F)(F)F)ccc1Cl
  -4	38	102	0.4	24	x	32	-4	100	102	22
3	CCOC(=O)C1CCCN(C(=O)c2cc(-c3ccc(C)cc3)on2)C1 (centres undefined)
  0	13	101	2.5	15	x	15	-25	103	107	2
4	Cc1cc(N/N=C/c2ccccc2)nc(N)n1
  x	x	98	x	x	11	10	-2	u	90	4
5	CN1CCN(CCC(=O)Nc2ccc(C3CCCC3)cc2)CC1
  2	0	102	0.7	11	15	8	-30	u	103	16
6	O=[N+]([O-])c1ccc(OCCO)nc1
  x	x	101	x	x	-9	6	10	u	100	-11
7	O=C1/C(=C/c2ccccc2)N=C(N2CCOCC2)N1c1cccc(Cl)c1
  -4	7	100	0.8	18	0	5	-16	98	97	-5
8	CC1(C)CC(=O)CC2(C1)NCC(c1ccccc1)c1c2[nH]c2ccccc12 (centres undefined)
  1	3	98	1.1	18	3	10	-38	95	95	13
9	CCOC(=O)C1CCCN(Cc2cc(=O)oc3cc(C)c(C(C)C)cc23)C1 (centres undefined)
  0	5	100	1.9	9	-3	13	2	104	104	4
10	CCOC(=O)NC(=S)Nc1ccc(OC)cc1
  0	5	99	0.8	21	x	9	-46	105	100	-1
11	CN=c1scc(-c2ccccc2F)n1/N=C(\C)c1cccnc1
  -2	8	101	1.2	15	8	12	-81	u	101	18
12	CC[C@H]1OC(=O)[C@H](C)[C@@H](O[C@H]2C[C@@](C)(OC)[C@@H](O)[C@H](C)O2)[C@H](C)[C@@H](O[C@@H]2O[C@H](C)C[C@H](N(C)C)[C@H]2O)[C@](C)(O)C[C@@H](C)[C@@H]2N[C@@H](COCCOC)O[C@H]([C@H]2C)[C@]1(C)O
  -1	3	86	1.8	22	x	7	6	101	99	9
13	CCOc1ccc2[nH]c(=O)c(CN(Cc3cccs3)C(CC)c3nnnn3C(C)(C)CC)cc2c1 (centres undefined)
  -6	5	101	2.1	14	-11	24	9	101	100	-21
14	Cc1ccc(C(=O)Nc2ccc(S(=O)(=O)N3CCN(C)CC3)cc2)o1
  0	9	99	1.3	11	x	10	4	103	100	14
15	COc1ccc(N2C(=O)CC(N3CCC(c4nc5ccccc5[nH]4)CC3)C2=O)cc1 (centres undefined)
  1	0	100	0.0	32	-17	10	-11	99	100	-7
16	Cc1ccc(F)cc1NCC(=O)Nc1ccc(Cl)cc1F
  -4	18	102	0.2	12	7	24	-17	101	103	19
17	CCOC(=O)COc1ccc(S(=O)(=O)NCc2ccco2)cc1
  0	4	100	0.7	19	x	8	-24	97	96	7
18	CC(NC(=O)OCc1ccccc1)C(=O)NCC(=O)NC(Cc1ccc(OC(C)(C)C)cc1)C(=O)OC(C)(C)C (centres undefined)
  -4	1	100	0.5	10	-7	12	-7	100	105	4
19	O=c1c(S(=O)(=O)c2ccc(Cl)cc2)cn(Cc2cccc(F)c2)c2ccc(F)cc12
  -5	1	105	0.0	18	-1	9	-2	104	105	-13
20	CC(O)c1nc2ccccc2n1CCCOc1ccccc1 (centres undefined)
  x	x	101	x	x	-5	8	-15	u	103	15
21	COc1ccc(S(=O)(=O)N2CCOCC2)cc1NC(=O)c1cc2c(s1)CCCC2
  -3	0	87	0.2	13	-15	7	-52	87	91	-4
22	CCCNc1ncnc2nc[nH]c12
  2	1	101	0.2	26	x	7	-10	98	103	-6
23	Cc1[nH]c(=O)[nH]c(=O)c1S(=O)(=O)N1CCCC(C(=O)N2CCN(c3cccc(C(F)(F)F)c3)CC2)C1 (centres undefined)
  2	1	99	0.0	14	-30	8	-1	100	101	19
24	c1ccc(Cn2c(-c3ccccc3)nc3nc4ccccc4nc32)cc1
  -1	0	104	0.5	22	x	13	-21	101	101	5
25	CC(c1nnc(SCC(=O)NC(=O)NCc2ccco2)n1-c1ccc(Cl)cc1)N(C)C (centres undefined)
  -2	6	126	0.7	14	10	3	-16	106	107	4
26	COc1cc2sc(C)nc2cc1C
  -2	7	102	0.1	15	23	8	-32	u	102	-1
27	COC(=O)c1nn(-c2ccc(Oc3ccccc3)cc2)c(=O)cc1O
  0	12	99	1.2	14	x	9	10	u	98	13
28	CCCCn1c(N)c(N(CC)C(=O)C(c2ccccc2)c2ccccc2)c(=O)[nH]c1=O
  x	3	102	1.5	44	8	21	-6	106	114	6
29	Cc1ccc(CCNS(=O)(=O)c2ccc(C)cc2)cc1
  -1	-4	99	-0.6	37	-16	14	-17	102	102	-8
30	COc1ccc(Cn2c(C3CC3)nc3ccc(NC(=O)c4ccco4)cc3c2=O)cc1
  0	-3	102	-1.7	34	13	6	11	101	98	12
31	O=C(C1=C[C@H](c2coc3ccccc3c2=O)C[C@H](OCc2ccc(CO)cc2)O1)N1CCN(Cc2ccccc2)CC1
  0	13	102	25	17	x	5	-3	100	98	-16
32	O=C(c1cc(S(=O)(=O)N2CCOCC2)c(Cl)cc1Cl)N1CCCCC1
  0	5	102	0.2	15	x	6	-20	95	102	-6
33	O=S(=O)(Nc1ncccn1)c1ccc(NC(=S)Nc2ccccc2Cl)cc1
  x	x	110	x	x	-3	7	-35	u	109	9
34	COC(=O)[C@H](Cc1ccccc1)NC(=O)Nc1ccc(OC)cc1
  x	x	101	x	x	5	6	-18	u	103	-5
35	O=C(CCCNS(=O)(=O)c1cccc2nsnc12)NCc1ccc(F)cc1
  3	0	101	0.2	41	3	3	-21	99	104	-4
36	O=C1C(=O)N(Cc2cccnc2)C(c2ccccn2)/C1=C(/O)c1ccc(Br)cc1 (centres undefined)
  -3	0	92	0.0	23	x	13	-22	86	89	-5
37	CCOC(=O)c1c(-c2ccc(OC)cc2)csc1NC(=O)CSc1nnc(C)c(=O)[nH]1
  0	1	101	-0.2	14	x	8	-10	u	98	8
38	CC(C)c1ccc(NC(=O)c2n[nH]c(=O)c3ccccc23)cc1
  0	4	104	0.1	20	-1	10	-24	106	100	13
39	CCCN(CCC)C(=O)CSc1nc2ccccc2c(=O)n1CC1COc2ccccc2O1 (centres undefined)
  -4	10	101	6.8	16	1	32	-6	101	102	-9
40	C=C(C)Cn1c(CCCNC(=O)CC)nc2ccccc21
  0	-1	105	-0.1	16	4	7	-6	97	97	0
41	CC(C)(C)C(=O)NC1CCN(S(=O)(=O)c2ccccc2F)CC1
  0	-1	102	-3.1	28	25	14	1	102	98	14
42	COc1ccc(OC(C)C(=O)N2CCc3ccccc3C2)cc1 (centres undefined)
  -3	3	102	0.7	13	x	14	-12	102	103	2
43	CC(C)(C)NC(=O)c1oc2ccccc2c1COc1ccccc1
  6	38	97	1.1	8	x	13	-2	97	96	16
44	COc1cccc(C(=O)/C(C#N)=N/Nc2cccc(-c3ccnc(C)n3)c2)c1
  x	x	98	x	x	-10	7	-29	u	97	13
45	CCn1c(SCC(=O)OCc2ccccc2)nc2c1c(=O)n(C)c(=O)n2C
  -4	6	100	-0.6	42	-24	11	-8	99	100	1

In a second layout: entries from further up.
40) C=C(C)Cn1c(CCCNC(=O)CC)nc2ccccc21
45) CCn1c(SCC(=O)OCc2ccccc2)nc2c1c(=O)n(C)c(=O)n2C
entry no.,40,45
Bim-Mcl-1,0,-4
ABCG2 block,-1,6
RGS8-Gao reg,105,100
ABCB1 block,-0.1,-0.6
GSH fluor,16,42
Pf gamet viab,4,-24
Avidin bead fluor,7,11
Mcl1 Bid PPI,-6,-8
RGS7-Gao,97,99
RGS4-Gao reg,97,100
Mcl1 Noxa PPI,0,1

(more compounds)
Order of values – Bim-Mcl-1	ABCG2 block	RGS8-Gao reg	ABCB1 block	GSH fluor	Pf gamet viab	Avidin bead fluor	Mcl1 Bid PPI	RGS7-Gao	RGS4-Gao reg	Mcl1 Noxa PPI
46	CCOC(=O)c1nnn2c1nc(N1CCN(c3ccccc3)CC1)c1ccccc12
  x	x	100	x	x	-5	6	-16	u	93	19
47	COc1ccccc1NC(=O)C(C)Sc1nnnn1C (centres undefined)
  -2	17	107	1.9	12	x	22	3	106	106	4
48	O=C(CNS(=O)(=O)c1ccc2ccccc2c1)OCc1csc(-c2ccccc2)n1
  -7	2	100	-0.5	12	x	3	9	99	97	24
49	CCn1c(SCC(=O)OC2CCCCC2)nnc1-c1ccncc1
  -2	6	103	1.1	10	x	15	-14	100	103	3
50	O=C(Nc1ccc(Cl)cc1)Nc1nc(-c2ccccc2)cs1
  4	-1	99	-0.1	12	13	6	-29	99	97	28
51	COCCNc1cc(N)c([N+](=O)[O-])cc1[N+](=O)[O-]
  -2	32	103	1.4	7	-13	4	-13	101	102	-15
52	CCOc1ccc(S(=O)(=O)NCCSCc2ccco2)cc1
  -2	2	106	0.5	24	12	11	-20	105	105	17
53	COc1ccc(CCN2C(=NC(=O)CC(C)C)SC3CS(=O)(=O)CC32)cc1 (centres undefined)
  -3	4	100	0.3	12	x	10	-4	99	100	2
54	COc1cc(CN2CCc3ccccc3C2)ccc1O
  x	x	104	x	x	31	3	16	u	103	27
55	COc1ccc(N=C2C(=Nc3ccc(OC)cc3)N(c3ccc(N(C)C)cc3)C(=S)N2c2ccc(OC)cc2)cc1
  2	1	101	0.1	8	-24	9	-45	100	97	0
56	CCOC(=O)c1c(C)c(C#N)c2c3ccccc3ccn12
  0	14	102	0.4	39	x	14	-37	99	98	-21
57	COc1ccc(CN2C(=O)C(=O)N(CC(N)=O)C2=O)cc1
  2	5	101	1.5	20	26	11	-9	102	100	16
58	COC(=O)c1c(C)nc(C)c(C(=O)OC)c1-c1ccc(OC)c(OC)c1
  1	1	100	0.5	27	12	10	-8	100	100	5
59	CCCCCN(C(=O)CN(C)Cc1ccc(OC)cc1OC)c1c(N)n(CCCC)c(=O)[nH]c1=O
  2	1	107	0.3	31	x	9	-21	100	107	-9
60	C=CCN(CC=C)C(=O)Cc1ccc(F)cc1
  -1	0	99	-0.1	13	x	17	-9	100	99	-4
61	O=C(c1ccc(Cn2cc(Br)cn2)cc1)N1N=C(C(F)F)CC1(O)C(F)F (centres undefined)
  -3	2	107	-0.1	10	x	7	6	105	103	23
62	O=C(CN1CCN(S(=O)(=O)/C=C/c2ccccc2)CC1)Nc1ccc(N2CCOCC2)cc1
  3	0	104	0.1	12	x	11	-32	98	101	9
63	CCOC(=O)CNc1nc(OCC#N)nc(N2CCOCC2)n1
  -4	19	100	1.4	24	12	28	2	99	99	16
64	CCS(=O)(=O)N1CCN(CC2CC3C=CC2C3)CC1 (centres undefined)
  -1	1	100	0.1	16	x	36	28	96	97	34
65	CC(C)(Oc1ccc(Cl)cc1)C(=O)OCC(=O)N1CCCC1
  -3	0	100	0.0	13	x	9	-13	97	101	-3
66	CCOC(=O)C1=C(O)/C(=C/c2ccc(CNC(=O)C(=O)Nc3ccc(C)cc3)o2)N=C1C
  7	0	95	-0.3	12	-2	11	-36	92	85	33
